# STEP inh = STEP phosphatase inhibitors, primary screen, biochemical, fluorescence intensity, uHTS | inhibition, % at 20 µM | recombinant STEP, OMFP fluorogenic substrate | 360,000 compounds, 0.25% hits | Tyrosine-protein phosphatase non-receptor type 5 (Homo sapiens), P54829;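 active means inhibition at 20 µM, scaled per plate between control wells, above about 37%, limit read from the data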;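 further: 0% = DMSO with enzyme and substrate and 100% = substrate only without enzyme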
#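 Assay system: isolated STEP enzyme. Buffer or medium: pH 6.0 Bis-Tris with DTT and Tween 20. Also added: fluorogenic phosphatase substrate OMFP at 25 µM final. Dosing: 20 µM, 1% DMSO. Timing: 20 min reaction, room temperature, in the dark. Measured by: fluorescence intensity, excitation 480 nm, emission 540 nm. Evaluation: normalized % inhibition.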
# SUMO1-SIM PPI = modulators of SUMO1 protein-protein interactions, primary screen, biochemical, uHTS; 360,000 compounds, 0.33% hits; inhibition, % at 20 µM; Small ubiquitin-related modifier 1 (Homo sapiens), P63165; SUMO1 binding to a labelled peptide, TR-FRET, 1 h; in the data active means inhibition above about 37%
# Neddylation inh = inhibitors of cullin neddylation, primary screen, biochemical, TR-FRET, uHTS, NAE and Ubc12; calls only at 25 µM; 360,000 compounds, 0.58% hits; NEDD8-conjugating enzyme Ubc12 (Homo sapiens) + NEDD8-activating enzyme E1 regulatory …; AID 651699, 2012; in the data active means inhibition above about 36%
# LMPTP block = LMPTP phosphatase inhibitors, primary screen, biochemical, fluorescence intensity, uHTS; Low molecular weight phosphotyrosine protein phosphatase (Homo sapiens), P24666; recombinant LMPTP-A, OMFP fluorogenic substrate; inhibition, % at 20 µM; 360,000 compounds, 0.22% hits;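 active means compounds that cut the enzyme signal by at least half of the control window in the single-dose screen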;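 further: plate controls were DMSO wells with enzyme plus substrate for no effect and substrate without enzyme for full effect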
#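 Test system – LMPTP-A phosphatase enzyme · Quantity – 0.625 nM LMPTP-A final · Reagent – OMFP substrate, 400 µM final · Dosing – one test concentration per compound, 20 µM, with 3% DMSO overall · Timing – 50 min enzyme reaction at room temperature, protected from light · Detection – fluorescence intensity · Controls – substrate-only low control, DMSO enzyme-plus-substrate high control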
# Scp1 inh = Scp-1 phosphatase inhibitors, primary screen, biochemical, colorimetric, uHTS; Carboxy-terminal domain RNA polymerase II polypeptide A small phosphatase 1 (Homo …; Recombinant Scp1, phosphopeptide, malachite green phosphate absorbance; inhibition, % at 20 µM; 340,000 compounds, 0.88% hits;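 active means inhibition above about 50% at 20 µM, limit read from the data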;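 further: plate controls were DMSO wells with enzyme for no effect and wells lacking enzyme for full effect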
#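 System: truncated SCP-1 phosphatase (76-261aa); medium: Tris acetate buffer pH 5.5 with MgCl2 and Tween-20; incubation: 45 min room-temperature reaction, 5 min colour, 30 min stabiliser; compound: single 20 µM dose, 1% DMSO; reagent: Phosphorylated 17-residue peptide substrate; read-out: % inhibition at 20 µM; technique: colorimetric free-phosphate detection, absorbance 630 nm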
# NadD block = inhibitors of S. aureus NadD, primary screen, biochemical, colorimetric, uHTS; AID 602399, 2012; 360,000 compounds, 0.78% hits; purified NadD enzyme, colorimetric absorbance read-out; inhibition, % at 20 µM; in the data active means inhibition above about 26%; further: some compounds past the cut are filed as inactive
# CSN inh = inhibitors of CSN-mediated cullin deneddylation, primary screen, biochemical, fluorescence polarization, uHTS. inhibition, % at 12.5 µM. Purified CSN, SCF-Nedd8-OG deneddylation. 360,000 compounds, 0.38% hits;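 active means pattern-corrected inhibition above about 35%, with an unprinted fluorescence ratio check between 0.5 and 1.5, limit read from the data, passing the limit was not always enough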;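 further: 0% = enzyme with substrate and 100% = substrate without enzyme; some results filed as inactive read as strong as hits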
#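 Assay system: purified human Csn5 enzyme expressed in HEK293T cells; Input: 0.24 nM Csn5 enzyme, final concentration; Reagent: 10 nM SCFSkp2-Nedd8OG; Compound dosing: 12.5 µM single point; Times: reaction 90 min, room temperature; Technique: fluorescence polarization readout.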
# Rpn11 inh = Rpn11 (PSMD14) deubiquitinase inhibitors, primary screen, biochemical, fluorescence polarization, uHTS; 26S proteasome non-ATPase regulatory subunit 14 (Homo sapiens), O00487; human 26S proteasome, Ub4-pepOG fluorescence polarization; 20S core pre-blocked with epoxomicin; calls only at 20 µM; 360,000 compounds, 0.59% hits; AID 588493, 2011;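 active means inhibition at 20 µM, scaled to each plate's controls, above about 33%, limit read from the data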
# DNMT1 inh = human DNMT1 methyltransferase inhibitors, primary screen, biochemical, molecular beacon, fluorescence, HinP1I cleavage, uHTS. DNA (cytosine-5)-methyltransferase 1 (Homo sapiens), P26358. inhibition (reported as % activation of signal), % at 10 µM. 360,000 compounds, 0.83% hits. AID 588458, 2011; in the data active means inhibition above about 50%
# Rin1-Abl PPI inh = inhibitors of Rin1-Abl protein binding, primary screen, biochemical, TR-FRET; Tyrosine-protein kinase ABL1 (Homo sapiens) + Ras and Rab interactor 1 (Homo sapiens), …; inhibition, % at 7.35 µM; 360,000 compounds, 0.4% hits; in the data active means inhibition above about 5%, passing the limit was not always enough
# Target sequence (P00519 whole entry, looked up): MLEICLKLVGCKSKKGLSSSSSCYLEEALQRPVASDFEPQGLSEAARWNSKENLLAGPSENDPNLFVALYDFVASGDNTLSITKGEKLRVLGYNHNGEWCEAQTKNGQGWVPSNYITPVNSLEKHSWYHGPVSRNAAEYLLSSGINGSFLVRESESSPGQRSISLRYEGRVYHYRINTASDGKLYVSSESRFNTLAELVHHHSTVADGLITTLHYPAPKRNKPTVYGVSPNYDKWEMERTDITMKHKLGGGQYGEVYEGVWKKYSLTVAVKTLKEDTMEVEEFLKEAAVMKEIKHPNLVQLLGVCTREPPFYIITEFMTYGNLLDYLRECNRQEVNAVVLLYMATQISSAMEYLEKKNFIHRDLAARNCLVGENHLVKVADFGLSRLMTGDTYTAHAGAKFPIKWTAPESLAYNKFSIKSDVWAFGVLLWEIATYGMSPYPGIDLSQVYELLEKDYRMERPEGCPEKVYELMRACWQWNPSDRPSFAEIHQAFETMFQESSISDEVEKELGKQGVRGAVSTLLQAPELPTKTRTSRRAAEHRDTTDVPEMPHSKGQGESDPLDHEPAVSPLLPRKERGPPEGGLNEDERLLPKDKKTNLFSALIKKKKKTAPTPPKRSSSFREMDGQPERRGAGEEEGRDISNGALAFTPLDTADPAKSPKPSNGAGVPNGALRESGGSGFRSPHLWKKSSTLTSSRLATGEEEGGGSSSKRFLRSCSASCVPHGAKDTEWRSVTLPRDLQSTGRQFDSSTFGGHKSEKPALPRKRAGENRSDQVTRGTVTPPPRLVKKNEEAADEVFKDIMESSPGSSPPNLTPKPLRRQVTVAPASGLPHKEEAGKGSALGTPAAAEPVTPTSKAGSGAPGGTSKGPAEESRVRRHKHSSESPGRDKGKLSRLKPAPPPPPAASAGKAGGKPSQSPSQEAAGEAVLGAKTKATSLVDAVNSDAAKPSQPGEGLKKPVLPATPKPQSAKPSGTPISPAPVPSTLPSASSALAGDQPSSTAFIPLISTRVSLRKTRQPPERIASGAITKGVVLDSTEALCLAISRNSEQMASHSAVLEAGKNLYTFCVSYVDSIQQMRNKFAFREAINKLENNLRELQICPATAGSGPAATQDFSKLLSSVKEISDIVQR
# Target sequence (Q13671 whole entry, looked up): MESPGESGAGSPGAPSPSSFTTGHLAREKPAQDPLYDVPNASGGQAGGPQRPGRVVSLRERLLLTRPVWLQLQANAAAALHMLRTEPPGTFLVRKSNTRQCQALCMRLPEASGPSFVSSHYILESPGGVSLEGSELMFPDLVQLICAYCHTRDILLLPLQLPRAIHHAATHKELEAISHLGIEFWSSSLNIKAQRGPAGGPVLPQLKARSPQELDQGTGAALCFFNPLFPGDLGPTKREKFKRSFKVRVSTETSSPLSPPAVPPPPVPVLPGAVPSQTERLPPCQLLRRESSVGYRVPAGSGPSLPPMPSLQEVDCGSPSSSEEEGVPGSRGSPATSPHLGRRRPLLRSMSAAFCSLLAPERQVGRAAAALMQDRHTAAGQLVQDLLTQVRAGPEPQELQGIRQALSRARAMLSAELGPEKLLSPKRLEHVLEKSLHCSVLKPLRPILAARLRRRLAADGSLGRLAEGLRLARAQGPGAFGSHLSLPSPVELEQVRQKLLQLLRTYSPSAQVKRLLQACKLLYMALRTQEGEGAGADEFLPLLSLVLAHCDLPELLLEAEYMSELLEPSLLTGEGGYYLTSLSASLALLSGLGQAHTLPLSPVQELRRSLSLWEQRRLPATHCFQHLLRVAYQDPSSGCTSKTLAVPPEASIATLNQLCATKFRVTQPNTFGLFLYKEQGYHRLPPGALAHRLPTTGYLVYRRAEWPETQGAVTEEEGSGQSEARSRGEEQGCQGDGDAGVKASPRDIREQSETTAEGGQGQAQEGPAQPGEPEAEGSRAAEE
# The depositor's hits bear a star; i = inactive; x = not tested or not shown.
SMILES | STEP inh | SUMO1-SIM PPI | Neddylation inh | LMPTP block | Scp1 inh | NadD block | CSN inh | Rpn11 inh | DNMT1 inh | Rin1-Abl PPI inh
COc1ccc(/C=C/C(=O)N2CCC(C(N)=O)CC2)cc1S(=O)(=O)N1CCOCC1 | -2 | -3 | i | -0.6 | -7 | 2 | -2 | i | 2 | -3
CC(C)Oc1ccc(S(=O)(=O)N2CCOCC2)cc1NC(=O)C1CCC1 | 0 | 3 | i | -0.2 | 1 | 3 | -3 | i | -1 | 2
CC(C)c1ccc(NC(=O)c2cc3c(=O)n(C)c4ccccc4c3n2C)cc1 | 0 | 2 | i | 4.7 | -19 | 7 | 2 | i | 0 | 0
COC(=O)c1ccc(COc2ccccc2OC)o1 | -3 | 0 | i | -0.6 | 5 | -4 | -6 | i | 1 | -1
COCCNC(=O)c1cn(C)c2ccc(S(=O)(=O)N3CCCCC3)cc2c1=O | 0 | 7 | i | -0.6 | -9 | 0 | -6 | i | -1 | -2
COc1ccccc1OCC(=O)Nc1cc(NC(=O)COc2ccccc2OC)cc(C(=O)O)c1 | 1 | 11 | i | 0.1 | -10 | -4 | -1 | i | -6 | 2
O=C(CCC(=O)N1CCN(c2ccc(O)cc2)CC1)c1cccs1 | 4 | -3 | i | 11 | -11 | -1 | 3 | i | 4 | -2
CCCC(=O)C1=C(O)C(C(=O)OC)C(C)(C)CC1=Nc1cccc([N+](=O)[O-])c1 (stereo not given) | -1 | -19 | i | 0.1 | 3 | -3 | 1 | i | 7 | 1

# Reprinted from the part before: two compounds, followed by the next part.
SMILES | STEP inh | SUMO1-SIM PPI | Neddylation inh | LMPTP block | Scp1 inh | NadD block | CSN inh | Rpn11 inh | DNMT1 inh | Rin1-Abl PPI inh
O=C(CCC(=O)N1CCN(c2ccc(O)cc2)CC1)c1cccs1 | 4 | -3 | i | 11 | -11 | -1 | 3 | i | 4 | -2
CCCC(=O)C1=C(O)C(C(=O)OC)C(C)(C)CC1=Nc1cccc([N+](=O)[O-])c1 (stereo not given) | -1 | -19 | i | 0.1 | 3 | -3 | 1 | i | 7 | 1
O=C1c2ccccc2C(Nc2ccc3c(c2)OCCO3)N1c1ccc(Cl)cn1 (stereo not given) | -1 | 18 | i | 2.5 | -10 | 6 | -1 | i | -4 | -3
COc1cc(CN2CCCC(N3CCN(c4ccccc4C)CC3)C2)ccc1O (stereo not given) | 6 | -1 | i | 1.3 | 5 | 5 | 1 | i | 2 | 3
CCN(C(=O)c1ccncc1)c1c(N)n(Cc2ccccc2)c(=O)[nH]c1=O | 1 | -2 | i | -0.2 | -11 | 0 | -3 | i | 2 | 0
Cc1ccc(S(=O)(=O)N2CCC(C(=O)NCc3ccccc3CN3CCCC3)CC2)cc1 | -3 | 3 | i | -0.4 | -6 | -7 | -4 | i | -3 | 3
CCN(CC(=O)NCc1cccs1)C(=O)c1ccc(S(=O)(=O)Nc2ccccc2F)cc1 | -1 | -1 | i | -1.7 | -6 | -4 | -1 | i | 1 | -5
CC(C)c1ccc(S(=O)(=O)N2CCN(C(=O)Cc3ccsc3)CC2)cc1 | 1 | -41 | i | -5.0 | 4 | 10 | -1 | i | -4 | 2
Cc1ccc(-c2cc(=O)[nH][nH]2)c(C)c1 | 0 | -2 | i | -0.4 | -6 | -2 | -3 | i | -2 | -6
CCOC(=O)c1c(NC(=O)COC(=O)c2cnccn2)sc(C(=O)NC)c1C | 2 | -1 | i | -0.5 | 1 | -7 | -4 | i | 1 | -1
Cc1csc(C(C#N)C(=O)c2ccc(S(=O)(=O)N3CCCC3)cc2)n1 (stereo not given) | 0 | -1 | i | 0.1 | -1 | 1 | 2 | i | -12 | -2
CN(C)/C=C/c1c([N+](=O)[O-])c2ccc(O)cc2n1-c1ccccc1 | 2 | -25 | i | 2.5 | -7 | -6 | -1 | i | -3 | -3
COc1ccc(S(=O)(=O)Nc2nc3c(s2)C(=O)CC(C)(C)C3)cc1 | -8 | 2 | i | 0.1 | 5 | -2 | 4 | i | 4 | 2
COc1ccc(C(=O)Nc2cccc(C(=O)NCc3ccco3)c2)cc1 | -2 | 6 | i | -0.5 | -5 | -6 | -1 | i | 3 | -5
CC1CCCCN1Cc1c(O)ccc2c(=O)c(-c3nc4ccccc4s3)c(N)oc12 (stereo not given) | 5 | 14 | x | 8.6 | -1 | 14 | 5 | i | -10 | -1
CC(=O)c1ccc(N2CCN(CC(=O)NCc3ccccc3)CC2)cc1 | 0 | 1 | i | -0.4 | -14 | -5 | 3 | i | 0 | -1
Cc1nc(NC(=O)c2ccccc2)nc2cc3c(cc12)OCO3 | 1 | -1 | i | -1.5 | 1 | -2 | -10 | i | 4 | -2
O=[N+]([O-])c1ccc(-n2cc(-c3ccccc3)nn2)cc1 | 0 | -32 | i | 2.2 | -4 | 4 | 3 | i | 2 | 0
COc1ccc(/C=C/C(=O)NCC(=O)N/N=C(/CCC(=O)O)c2ccccc2)cc1 | -3 | -7 | i | -0.5 | -2 | -2 | -1 | i | 1 | -2
Cc1cc2c(c(=O)n1Cc1cccnc1)C(c1cccs1)C(C#N)=C(N)O2 (stereo not given) | -1 | -1 | i | 3.1 | -4 | -1 | 0 | i | 4 | -2
CCCC1=NN(C(=O)Cc2ccc(OC)cc2)C(O)(C(F)(F)F)C1 (stereo not given) | 2 | 3 | i | 0.0 | -14 | -5 | -2 | i | 2 | 2
CN1CCN(Cc2cc(=O)oc3cc4c(cc23)CCC4)CC1 | -2 | -2 | i | -2.0 | -8 | -8 | 5 | i | 5 | -2
O=C(c1ccccc1NS(=O)(=O)c1ccccc1)N1CCCCCC1 | -2 | 3 | i | -1.1 | 3 | -5 | 4 | i | 3 | -1
Cc1cc(C)c(OCC(=O)NCC(C)(C)N2CCOCC2)c(C)c1 | -3 | -18 | i | -9.2 | -8 | 3 | -3 | i | -1 | 0
COc1ccc([N+](=O)[O-])cc1NC(=O)CCN1CCN(c2ccccc2)CC1 | 5 | -4 | i | 0.0 | -8 | -2 | -3 | i | 2 | -1
NNC(=O)C1CC1c1ccc(Cl)cc1 (stereo not given) | 1 | 1 | i | -0.1 | 1 | 4 | -10 | i | 1 | 0

# More results follow:
# Below each SMILES: STEP inh	SUMO1-SIM PPI	Neddylation inh	LMPTP block	Scp1 inh	NadD block	CSN inh	Rpn11 inh	DNMT1 inh	Rin1-Abl PPI inh
Clc1ccc(-c2nc3ccc(Cl)cn3c2Cc2ccsc2)cc1
  -3	14	i	2.5	x	7	-5	i	-26	1
O=C(CC1CCCCC1)c1c(O)c2ccccc2oc1=O
  1	6	i	0.4	-8	4	-2	i	9	3
O=C1c2ccccc2C(=O)N1OCc1c(F)cccc1Cl
  -1	-5	i	0.5	7	-2	3	i	-1	-6
COc1ccc(Cl)cc1NC(=S)NCCC(c1ccccc1)c1ccccc1
  0	-2	i	4.6	-14	-3	0	i	-10	-4
Cc1cccc(NS(=O)(=O)c2ccc(-c3ccc(=O)[nH]n3)o2)c1
  1	-11	i	-1.7	-6	-4	-16	i	1	5
CCOc1ccc(/C=C2\SC(=S)N(Nc3ccccc3)C2=O)cc1OC
  0	-3	i	1.9	-2	4	7	i	-6	-2
CCCCCCCCN1C(=O)[C@H](CC(=O)N2CCCC2)C[C@@]2(C(=O)OCC)CCCC=C12
  x	2	i	0.7	x	12	4	x	x	x
Cc1cccc(NC(=O)c2nc(S(=O)(=O)Cc3ccccc3)ncc2Cl)c1
  2	-1	i	0.4	-11	-5	6	i	0	1
CCOc1cc(/C=N/NC(=O)c2cccnc2)ccc1OCC(=O)N(C)C
  0	-8	i	-1.1	-6	-3	-1	i	0	1
O=C(NC1CCN(Cc2ccccc2)CC1)c1ccc(N2CC3CC(C2)c2cccc(=O)n2C3)c([N+](=O)[O-])c1 (stereo not given)
  1	-18	i	3.3	0	-2	-2	i	-4	-4
COc1ccccc1NS(=O)(=O)c1cccc(C(=O)NCC(c2ccccc2OC)N2CCCC2)c1 (stereo not given)
  -1	-59	i	-9.0	-4	2	1	i	-5	5
COc1ccc(OCC(=O)NNC(=S)NC(=O)C2CC2)cc1
  0	1	i	1.9	-2	2	-3	i	1	1
COc1ccc(C(=O)Nc2ccc(Cl)cc2C(=O)NCc2ccco2)cc1
  -4	-4	i	2.0	-2	1	-1	i	-5	-28
CN(C)c1ccc2c(=O)cc[nH]c2c1
  3	3	x	-0.8	x	3	1	i	-11	2
CC1CC1C(=O)OCC(=O)Nc1cccc(Br)c1 (stereo not given)
  -2	3	i	-0.6	-7	-2	-2	i	0	2
OCCC1CN(Cc2nc3c(s2)CCCC3)CCN1CCc1ccccc1 (stereo not given)
  6	2	i	-0.8	5	1	0	i	-2	0
CCOc1ccc(-c2nc(S(=O)(=O)c3ccccc3)c(NCc3cccnc3)o2)cc1
  -3	2	i	-0.4	-7	10	0	i	-4	-3
CC(=O)c1cccc(N=Cc2c(O)c3ccccc3oc2=O)c1
  1	-6	i	-0.5	9	-1	4	i	0	-1
COc1cccc(-n2nnnc2SCC(=O)NCCc2ccc(OC)c(OC)c2)c1
  2	2	i	-0.3	-3	0	2	i	0	-3

# Sorted by SMILES length (rising): some entries from above
# Below each SMILES: STEP inh	SUMO1-SIM PPI	Neddylation inh	LMPTP block	Scp1 inh	NadD block	CSN inh	Rpn11 inh	DNMT1 inh	Rin1-Abl PPI inh
O=C1c2ccccc2C(=O)N1OCc1c(F)cccc1Cl
  -1	-5	i	0.5	7	-2	3	i	-1	-6
CC(=O)c1cccc(N=Cc2c(O)c3ccccc3oc2=O)c1
  1	-6	i	-0.5	9	-1	4	i	0	-1
COc1cccc(-n2nnnc2SCC(=O)NCCc2ccc(OC)c(OC)c2)c1
  2	2	i	-0.3	-3	0	2	i	0	-3
O=C(NC1CCN(Cc2ccccc2)CC1)c1ccc(N2CC3CC(C2)c2cccc(=O)n2C3)c([N+](=O)[O-])c1 (stereo not given)
  1	-18	i	3.3	0	-2	-2	i	-4	-4

# High-throughput results: PubChem BioAssay, several laboratories
